FBPA Giardia inh: blocks Giardia fructose-bisphosphate aldolase activity | A8B2U2 | purified Giardia FBPA | Potency, µM (doses to about 59.6 µM), without a hit: at the highest dose activity, negative = inhibition, usual class: inhibitors | 290,000 compounds, 0.71% hits | AID 2451; note: potency is the fitted concentration of half-maximal effect; nearly all actives have a fitted effect of over 55% in size
Target sequence (A8B2U2 whole entry, looked up): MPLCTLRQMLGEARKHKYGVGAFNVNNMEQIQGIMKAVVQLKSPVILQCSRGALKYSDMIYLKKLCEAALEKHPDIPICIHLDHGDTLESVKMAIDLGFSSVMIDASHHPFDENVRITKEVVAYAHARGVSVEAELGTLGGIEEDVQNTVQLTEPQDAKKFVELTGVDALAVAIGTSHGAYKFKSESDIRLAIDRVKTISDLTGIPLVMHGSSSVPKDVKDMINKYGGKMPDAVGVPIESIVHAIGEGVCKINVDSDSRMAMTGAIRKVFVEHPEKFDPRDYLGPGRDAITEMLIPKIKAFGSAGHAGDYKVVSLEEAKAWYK
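40 nM FBPA preincubated 10 min at RT with compound (up to 57.5 uM final), then substrate plus GAPDH/TPI/NAD/arsenate coupling and diaphorase/resazurin added. Fluorescence read after 20 min at RT, 525/598 nm.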
AmpC detergent: AmpC beta-lactamase inhibition with detergent present; P00811; AmpC hydrolysis of nitrocefin, absorbance 480 nm, 0.01% Triton; Potency, µM (highest dose often 114 µM), inactives show at the top dose activity change, negative = inhibition, usual class: inhibitors; 370,000 compounds, 0.041% hits; AID 485294;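 note: potency is the fitted concentration of half-maximal effect; 0% = no-compound wells and -100% = no-enzyme wells; nearly all actives have a fitted effect of over 25% in size; some results filed as inactive show a strong effect at the top dose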
Target sequence (P00811 whole entry, looked up): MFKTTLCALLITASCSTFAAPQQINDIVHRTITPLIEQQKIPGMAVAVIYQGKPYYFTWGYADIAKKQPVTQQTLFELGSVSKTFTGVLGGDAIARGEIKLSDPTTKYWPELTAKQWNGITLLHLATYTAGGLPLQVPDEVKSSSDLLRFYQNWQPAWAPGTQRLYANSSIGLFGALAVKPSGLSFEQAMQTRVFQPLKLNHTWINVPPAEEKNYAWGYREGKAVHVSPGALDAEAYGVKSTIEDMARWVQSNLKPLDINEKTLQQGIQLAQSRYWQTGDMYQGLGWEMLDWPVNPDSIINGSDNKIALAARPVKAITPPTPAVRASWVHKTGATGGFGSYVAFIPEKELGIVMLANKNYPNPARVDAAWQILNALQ
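AmpC (5.3 nM in the dispensed reagent) in 20 mM phosphate pH 7.0 with 0.01% (detergent screen) or 0.0001% Triton X-100 was preincubated with compounds for 15 min at room temperature. Nitrocefin was then added from an 800 uM solution, and hydrolysis was followed at 480 nm.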
HCMV antiviral: human cytomegalovirus inhibition. HFF cells, HCMV-luciferase reporter, 72 h; stronger effect = lower value. activity change, negative = inhibition, % at 57.5 µM. 410,000 compounds, 4.5% hits; in the data active = activity change below about -60%; inconclusive = no clear call, values can overlap the other calls; inactive = above about -39%
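Cell-based, HFFs, 1000 cells/well, 16 h 37C; cpds in DMSO + HCMV-luc, MOI 1 PFU/cell; 72 h 37C; OneGlo luminescence after 5 min RT; norm. to buffer vs Salinomycin 10uM.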
AMA1 RON2 block: AMA1-RON2 (P. falciparum) interaction inhibition; AID 720542; Potency, µM (titrated, usually from 58.2 µM), for inactives: at the top dose activity change, negative = inhibition, most hits filed as inhibitors; AlphaScreen AMA1-biotinylated RON2 peptide binding; 360,000 compounds, 0.2% hits;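 note: potency is the fitted concentration of half-maximal effect; 0% = vehicle wells and -100% = peptide control; nearly all actives have a fitted effect of over 45% in size; some results filed as inactive show a strong effect at the top dose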
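AMA1 (3D7) with his tag at 25 nM final met compounds first, then biotinylated RON2 peptide at 25 nM; detection used donor plus acceptor beads, 10 µg/mL apiece, read by AlphaScreen after 30 min at room temperature.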
Sm TGR inh: inhibitors of Schistosoma mansoni thioredoxin glutathione reductase; Q962Y6; purified TGR, DTNB reduction, TNB absorbance 405 nm; Potency, µM (series often up to 114 µM), without a hit: top-dose activity change, negative = inhibition, actives largely listed as inhibitors; 360,000 compounds, 3% hits; note: potency is the fitted concentration of half-maximal effect; nearly all actives have a fitted effect of over 60% in size
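First, TGR (20 nM dispensed) and NADPH were mixed with compound. Second, a 15 min room-temperature incubation followed. Third, further NADPH and then DTNB were added to start the reaction. Finally, TNB absorbance was monitored kinetically.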
HCV inhibitor: HCV inhibition | 340,000 compounds, 3.4% hits | Huh7.5.1 HCVcc-Cre infection, luciferase reporter, 44 h | Potency, µM (highest dose often 41.8 µM), for inactives: at the highest dose activity change, negative = inhibition, usual class: inhibitors | AID 651820; note: potency is the fitted concentration of half-maximal effect
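Antiviral activity was scored by luciferase reporter output from cells infected with HCVcc-Cre (~0.5 moi) in presence of compound, 44 h infection period, cells seeded 1,000/well 4 h prior.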
Numbers without * were called inactive; ? = inconclusive; · = no result given; & = joins results of further samples; [ ] = remark or other dose. Unless noted, calls come from the whole dose curve; as a rule, active = well fitted curve in the direction sought with a large enough effect; inconclusive = small, poorly fitted or top-dose-only effect, or another doubt; inactive = no such curve, though single readings can be large; an effect the other way counts as inactive or inconclusive. Unless noted, % is set by controls: 0 for no effect and ±100 for the full control effect.

Start of the listing, in advance, three compounds:
Codes: A = FBPA Giardia inh; B = AmpC detergent; C = HCMV antiviral; D = AMA1 RON2 block; E = Sm TGR inh; F = HCV inhibitor
> COc1ccc(-c2noc(CCCC(=O)NC3CCCCC3)n2)cc1OC
  A: 9%; B: -8%; C: -3; D: 3%; E: 7%; F: -6%

> Cc1ccc(NC(=O)CS(=O)CC(=O)N(C(C)C(=O)NC2CCCCC2)C(C)(C)C)cc1 (centres undefined)
  A: 4%; B: 0%; C: ?; D: -3%; E: 0%[57.1 µM]; F: 11%

> CCOC(=O)c1c(-c2ccccc2)csc1NC(=O)CSc1nc(C)cc(C)n1
  A: -5%; B: -15%; C: -82*; D: -5%; E: 0%; F: ?

All compounds of this part, from the start:
Codes: A = FBPA Giardia inh; B = AmpC detergent; C = HCMV antiviral; D = AMA1 RON2 block; E = Sm TGR inh; F = HCV inhibitor
> COc1ccc(-c2noc(CCCC(=O)NC3CCCCC3)n2)cc1OC
  A: 9%; B: -8%; C: -3; D: 3%; E: 7%; F: -6%

> Cc1ccc(NC(=O)CS(=O)CC(=O)N(C(C)C(=O)NC2CCCCC2)C(C)(C)C)cc1 (centres undefined)
  A: 4%; B: 0%; C: ?; D: -3%; E: 0%[57.1 µM]; F: 11%

> CCOC(=O)c1c(-c2ccccc2)csc1NC(=O)CSc1nc(C)cc(C)n1
  A: -5%; B: -15%; C: -82*; D: -5%; E: 0%; F: ?

> CCOc1ccccc1N1C(=O)NC(=O)/C(=C/c2ccc3c4c(cccc24)CC3)C1=O
  A: -22%; B: -3%; C: 49; D: 0%; E: 32µM*; F: 16%

> CCOc1cc(/C=N/N=C/c2ccc(O)c(OCC)c2)ccc1O
  A: 11%; B: -22%; C: 24; D: -4%; E: -15%; F: -9%

> O=C(Oc1ccc(OC(=O)c2ccco2)c(S(=O)(=O)c2ccc(Cl)cc2)c1)c1ccco1
  A: 5%; B: -15%; C: 37; D: 1%[2.32 µM]; E: -6%; F: 2%

> CC(=O)NCCNc1nc2c(-c3ccccc3)nnn2c2ccccc12
  A: 3%; B: 8%; C: 121; D: 5%; E: 7%; F: ?

> COc1ccc([N+](=O)[O-])cc1N(CC(O)CN(C)C)S(=O)(=O)c1ccc(C)cc1 (centres undefined)
  A: -5%; B: 2%; C: -22; D: -3%; E: 2%; F: ?

> CCOC(=O)c1c(C)nc2c(c1-c1cc(OC)ccc1OC)C(=O)c1ccccc1-2
  A: -5%; B: 2%; C: -23; D: -11%; E: 0%; F: ?

> CCOc1ccccc1CN1C(=O)c2ccccc2C1C(=O)NC(C)CC (centres undefined)
  A: 3%; B: 4%; C: -3; D: 2%; E: 0%; F: -6%

> O=C(Nc1cc(Cl)cc(Cl)c1)c1ccc(Cn2c(=O)[nH]c3ccsc3c2=O)cc1
  A: 0%; B: ?; C: ·; D: -6%; E: -13%; F: -4%

> CCN1CCN(C(=O)c2cc3cc(Cl)ccc3[nH]2)CC1
  A: -7%; B: -3%; C: 34; D: 1%; E: -15%; F: -8%

> C/C(=N/n1cnnc1)c1cccnc1
  A: 0%; B: ?; C: 15; D: 15%; E: 6%; F: 7%

> COc1ccc(Cl)cc1NC(=O)CSc1nc2sccc2c(=O)[nH]1
  A: -5%; B: -1%; C: -8; D: -21%; E: -3%; F: -6%

> CN(C)CCN1C(=O)CCC2(C)C1=CCC1C2CCC2(C)C1CCC2(C)O (centres undefined)
  A: ·; B: ·; C: -12; D: 14%; E: ·; F: -6%

> CC(Cc1ccccc1)NC(=O)C(c1ccc(N)cc1)c1ccc(N)cc1 (centres undefined)
  A: 1%; B: ?; C: -27; D: -7%; E: 6%; F: 10%

> COc1ccc(CNC(=S)N/N=C/c2ccc(O)c(OC)c2)cc1
  A: -6%; B: -12%; C: 31; D: 8%; E: -3%; F: 15%

> COC(=O)c1ccc(N(CC(=O)NC2CCCC2)C(=O)CNC(=O)c2cccs2)cc1
  A: 9%; B: 8%; C: ?; D: -3%; E: 0%; F: -1%

> CC(=O)C1=C(C)N(Cc2ccccc2)C(=O)N[C@@H]1c1cccc(C(F)(F)F)c1
  A: -4%; B: 3%; C: -3; D: -2%; E: ?; F: -13%

> CCOC(=O)N/N=C1\CC(C)S(=O)(=O)c2ccc(Cl)cc21 (centres undefined)
  A: 8%; B: 6%; C: -24; D: -12%; E: 86%[activator]; F: 6%

> CCOC(=O)Nc1nnc(Cc2ccc(Cl)c(Cl)c2)s1
  A: 5%; B: 1%; C: -35; D: 47%[activator]; E: ·; F: 11%

> CCCCN(Cc1ccco1)C(=O)c1cc2c(=O)[nH]c3ccc(C)cc3c2s1
  A: -3%; B: -8%; C: ?; D: 12%; E: -25%; F: ?

> Cc1oc2ccc(OCc3ccc(Br)cc3)cc2c1C(=O)O
  A: -12%; B: -10%; C: -6; D: -8%; E: -6%; F: 10%

> CCN(CC)S(=O)(=O)c1ccc(/C=C/C(=O)OCC(=O)NCc2cccs2)cc1
  A: ·; B: -12%; C: 3; D: -8%; E: -3%; F: 7%

> CN(C)S(=O)(=O)N(CC(=O)Nc1ccc(C(F)(F)F)cc1)c1ccccc1
  A: ·; B: 20%; C: -10; D: ·; E: 10%; F: ·

Five entries from above, tab-delimited.
molecule	FBPA Giardia inh	AmpC detergent	HCMV antiviral	AMA1 RON2 block	Sm TGR inh	HCV inhibitor
CCOC(=O)c1c(C)nc2c(c1-c1cc(OC)ccc1OC)C(=O)c1ccccc1-2	-5%	2%	-23	-11%	0%	?
COc1ccc(-c2noc(CCCC(=O)NC3CCCCC3)n2)cc1OC	9%	-8%	-3	3%	7%	-6%
CCOC(=O)Nc1nnc(Cc2ccc(Cl)c(Cl)c2)s1	5%	1%	-35	47%[activator]	·	11%
CC(Cc1ccccc1)NC(=O)C(c1ccc(N)cc1)c1ccc(N)cc1 (centres undefined)	1%	?	-27	-7%	6%	10%
COc1ccc(CNC(=S)N/N=C/c2ccc(O)c(OC)c2)cc1	-6%	-12%	31	8%	-3%	15%

2 of the compounds above, field by field.
canonical_smiles: COc1ccc(-c2noc(CCCC(=O)NC3CCCCC3)n2)cc1OC
  FBPA Giardia inh: 9% | AmpC detergent: -8% | HCMV antiviral: -3 | AMA1 RON2 block: 3% | Sm TGR inh: 7% | HCV inhibitor: -6%
canonical_smiles: COC(=O)c1ccc(N(CC(=O)NC2CCCC2)C(=O)CNC(=O)c2cccs2)cc1
  FBPA Giardia inh: 9% | AmpC detergent: 8% | HCMV antiviral: ? | AMA1 RON2 block: -3% | Sm TGR inh: 0% | HCV inhibitor: -1%

(more compounds)
Codes: A = FBPA Giardia inh; B = AmpC detergent; C = HCMV antiviral; D = AMA1 RON2 block; E = Sm TGR inh; F = HCV inhibitor
> Cc1ccc(OCc2nnc(SCC(=O)Nc3nccs3)n2-c2ccccc2)cc1C
  A: 4%; B: -6%; C: 28; D: 2%; E: 2%; F: -8%

> O=[N+]([O-])c1ccc(Oc2ccc(-c3nnco3)cc2)c(Cl)c1
  A: 15%; B: -8%; C: 6; D: 1%; E: -3%; F: 5%

> COc1ccc(N(/N=C2\Sc3ccccc3C2=O)C(C)=O)cc1
  A: 3%; B: 0%; C: -30; D: 0%; E: 0%; F: 0%

> CC(C)c1ccc(OC(=O)c2cc(-c3ccc(Cl)cc3)on2)cc1
  A: ·; B: -6%; C: 14; D: ·; E: 3%; F: ·

> ClCCNc1nc2ccc(Cl)cc2[nH]1
  A: -14%; B: 2%; C: 101; D: 2%; E: -9%; F: -26%

> Nc1ccc(C(=O)OCCc2ccccc2)cc1
  A: ·; B: -12%; C: 16; D: 2%; E: -1%; F: -26%

> C[C@@H]1C=C[C@](Cc2ccccc2)(C(=O)NCCc2c[nH]c3ccccc23)N1C(=O)c1ccccc1
  A: -1%&-1%; B: -18%; C: ?; D: -15%; E: -4%; F: -10%[8.37 µM]

> COc1ccc(C(OC(=O)c2ccco2)C(=O)NCc2ccc(C)cc2)cc1 (centres undefined)
  A: 1%; B: ?; C: 44; D: 16%; E: -8%; F: 2%

> Cc1cc(C)cc(NS(=O)(=O)c2ccc3c(c2)NC(=O)C(C)S3)c1 (centres undefined)
  A: ·; B: 14%; C: ?; D: ·; E: -1%; F: ·

> Cc1cc(C(=O)OC(C)C(=O)Nc2cccc(S(=O)(=O)N3CCOCC3)c2)c(C)o1 (centres undefined)
  A: -1%; B: -5%; C: -2; D: -5%; E: 0%; F: -19%

> Cc1c(NC(=O)c2ccc(COc3ccc4ccccc4c3)o2)c(=O)n(-c2ccccc2)n1C
  A: -1%; B: -7%; C: 17; D: -11%; E: -27%; F: -17%

> CCOC(=O)NC(Nc1nnc(SCC)s1)(C(F)(F)F)C(F)(F)F
  A: 5%; B: ?; C: 61; D: -8%; E: 13%; F: 3%

> CSc1nc2n(n1)C(c1cc(Br)ccc1F)C(C(=O)N(C)C)=C(C)N2 (centres undefined)
  A: ·; B: -11%; C: 54; D: 4%; E: -2%; F: -3%

> CCOC(=O)N1CCN(CCC(=O)Nc2ccc(Br)c(C)c2)CC1
  A: -2%; B: -3%; C: ?; D: 2%; E: -1%[57.1 µM]; F: -27%

> Cc1noc(C)c1C(=O)N1CCC2(CC1)Oc1ccc(F)cc1C(=O)C21CC(c2ccc(Cl)cc2)=NO1 (centres undefined)
  A: 0%; B: 0%; C: 25; D: 5%; E: 1%; F: -10%

> Cc1cccc(-c2nnn3c2nc(NCc2ccccc2)c2ccccc23)c1
  A: ·; B: 7%; C: 28; D: ·; E: 4%; F: ·

> COc1ccc(NC(=O)NC2CCCc3ccccc32)cc1 (centres undefined)
  A: -3%; B: -19%; C: ?; D: 40%[activator]; E: -18%; F: -13%

> COC(=O)Cn1c(O)c(N=NC(=O)CNC(=O)COc2cccc(C)c2)c2ccccc21
  A: ?; B: -7%; C: -23; D: 4%; E: -3%; F: -17%

> CSc1ccc(S(=O)(=O)N2CCC(C(=O)NC3CC3)CC2)cc1
  A: -4%; B: -7%; C: 18; D: 11%; E: -16%; F: 7%

> COc1cc(S(=O)(=O)N2CCCCC2)c(OC)cc1Br
  A: -15%; B: -2%; C: 18; D: 10%; E: ?; F: -4%

> CCOc1ccc(CCNC(=O)CCSCc2cccc(Cl)c2)cc1OCC
  A: ·; B: 9%; C: 10; D: ·; E: -1%; F: ·

> COCCn1nnnc1C(c1ccccc1)N1CCN(C)CC1 (centres undefined)
  A: 5%; B: -2%; C: -13; D: 10%; E: 6%; F: 13%

> CC(=O)Nc1ccccc1OC(C)C(=O)N1CC(C)CC(C)C1 (centres undefined)
  A: 4%; B: -5%; C: ?; D: -4%; E: 3%; F: -1%

> C=CCOc1cccc(CNCCCN2CCOCC2)c1
  A: -12%; B: 0%; C: 32; D: -25%; E: -1%[57.1 µM]; F: 0%

> CCOC(=O)N1CCN(C(=O)c2ccc3c(c2)N(CC)CCS3)CC1
  A: -1%; B: -7%; C: 12; D: -4%; E: -7%; F: -5%

> OC1(c2ccc(Br)cc2)CN(c2ccccc2)C2=[N+]1CCS2 (centres undefined)
  A: -4%; B: 3%; C: -9; D: -17%; E: -5%; F: ?

> CCOC(=O)C1=C(C)NC(=O)N(C(C)=O)C1c1ccc(Cl)cc1 (centres undefined)
  A: -4%; B: ?; C: 35; D: 1%; E: -25%; F: ?

> CNC(=O)c1ccsc1NC(=O)CCS(=O)(=O)c1ccc(F)cc1
  A: ·; B: ?; C: -18; D: 8%; E: 0%; F: -9%

Screening data deposited in PubChem BioAssay by National Center for Advancing Translational Sciences (NCATS).
